# Compound activity deposited in PubChem BioAssay by several laboratories.
# EP2 antag: blocks the human prostaglandin E2 receptor EP2. inhibition, % at 25 µM. C6 glioma cells expressing human EP2, cAMP TR-FRET; cells stimulated with saturating PGE2. AID 1422. 260,000 compounds, 0.52% hits;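 active means percent inhibition above 40 after rounding to a whole number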;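 further: rat C6 glioma host cells with rolipram phosphodiesterase inhibitor present; the protocol text gives 20 µM as final concentration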
# NCF1 inh: inhibitors of human p47phox binding | inhibition, % at 24.7 µM | p47phox/p22phox peptide binding, fluorescence polarization, 2 h | P14598 | 220,000 compounds, 0.53% hits;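 active means inhibition above about 30%, limit read from the data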;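 further: 0% = p47phox with labelled peptide and 100% = labelled peptide alone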
# BaF3 parental: counter-screen for JAK2V617F inhibitors: parental Ba/F3 viability inhibitors. CellTiter-Glo ATP luminescence. inhibition, % at 5.6 µM. 220,000 compounds, 1.1% hits. AID 1486;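 active means inhibition above a per-campaign cutoff, the mean inhibition of all tested compounds plus 3 SD, cut at about 27% in these data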;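 further: 0% = DMSO wells and 100% = JAK Inhibitor I control wells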
# PPC-1+TRAIL kill: kills PPC-1 cancer cells in the presence of TRAIL; PPC-1 cells + TRAIL, ATPLite viability luminescence; cell killing (% activity), % at 4 µM; 220,000 compounds, 0.41% hits; AID 1443;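 active means cell killing above 50% in the first pass at 4 µM, then a duplicate retest at 5 µM averaging 50% or more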;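 further: plate controls were cells with TRAIL plus DMSO for no effect and medium-only wells lacking cells for full effect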
# Ba/F3 V617F tox: loss of viability in JAK2V617F-driven Ba/F3 cells. AID 1446. 220,000 compounds, 1.1% hits. Ba/F3 EpoR-JAK2V617F viability, ATP luminescence. inhibition, % at 5.6 µM;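 active means inhibition above the campaign mean plus 3 SD over all tested compounds, cut at about 24% in these data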;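 further: cytokine-independent growth of Ba/F3 cells driven by EpoR plus mutant JAK2; 0% = DMSO-treated cells and 100% = JAK inhibitor I control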
# Tb hexokinase: T. brucei hexokinase 1 inhibition; recombinant TbHK1, G6PDH-coupled NADH A340; inhibition, % at 10 µM; 220,000 compounds, 0.11% hits; AID 1430;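 active means inhibition of 50% or more in the single-dose primary screen; inactive means inhibition below 50%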
# Furin inh: inhibitors of human furin | P09958 | purified furin, fluorogenic substrate cleavage | inhibition, % at 30 µM | 220,000 compounds, 0.061% hits; in the data active means inhibition above about 25%; further: inactives centre near -15
# RBBP9 inh: human RBBP9 hydrolase inhibition; recombinant RBBP9, FP-Rh probe fluorescence polarization; inhibition, % at 7.94 µM; 220,000 compounds, 0.2% hits; AID 1515;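 active means inhibition above the campaign mean of all tested compounds plus 3 SD, cut at about 14% in these data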;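 further: plate controls were DMSO wells with RBBP9 for no effect and wells lacking RBBP9 protein for full effect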
# Target sequence (O75884 whole entry, looked up): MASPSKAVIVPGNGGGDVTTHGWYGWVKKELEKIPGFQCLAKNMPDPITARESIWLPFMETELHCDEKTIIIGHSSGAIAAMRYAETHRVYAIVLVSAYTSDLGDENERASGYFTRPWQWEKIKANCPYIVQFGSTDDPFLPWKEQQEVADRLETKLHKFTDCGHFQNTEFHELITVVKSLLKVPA
#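 Measured by: FP readout at 525/598 nm; material: recombinant human RBBP9; also added: Serine-hydrolase probe FP-Rh, 375 nM pre-mixing; medium: Tris buffer pH 8.0, NaCl, Pluronic; replication: one well per compound; doses: one concentration, 7.94 µM nominal, 0.794% DMSO; timing: preincubation 30 min plus labeling 45 min at 25 °C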
# p97 ATPase inh: human p97 ATPase inhibition; 220,000 compounds, 0.42% hits; inhibition, % at 8 µM; P55072; recombinant p97 ATPase, Kinase-Glo ATP luminescence, 3 h; AID 1481; in the data active means inhibition above about 15%;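 further: 0% = DMSO vehicle and 100% = wells lacking enzyme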
# Target sequence (P55072 whole entry, looked up): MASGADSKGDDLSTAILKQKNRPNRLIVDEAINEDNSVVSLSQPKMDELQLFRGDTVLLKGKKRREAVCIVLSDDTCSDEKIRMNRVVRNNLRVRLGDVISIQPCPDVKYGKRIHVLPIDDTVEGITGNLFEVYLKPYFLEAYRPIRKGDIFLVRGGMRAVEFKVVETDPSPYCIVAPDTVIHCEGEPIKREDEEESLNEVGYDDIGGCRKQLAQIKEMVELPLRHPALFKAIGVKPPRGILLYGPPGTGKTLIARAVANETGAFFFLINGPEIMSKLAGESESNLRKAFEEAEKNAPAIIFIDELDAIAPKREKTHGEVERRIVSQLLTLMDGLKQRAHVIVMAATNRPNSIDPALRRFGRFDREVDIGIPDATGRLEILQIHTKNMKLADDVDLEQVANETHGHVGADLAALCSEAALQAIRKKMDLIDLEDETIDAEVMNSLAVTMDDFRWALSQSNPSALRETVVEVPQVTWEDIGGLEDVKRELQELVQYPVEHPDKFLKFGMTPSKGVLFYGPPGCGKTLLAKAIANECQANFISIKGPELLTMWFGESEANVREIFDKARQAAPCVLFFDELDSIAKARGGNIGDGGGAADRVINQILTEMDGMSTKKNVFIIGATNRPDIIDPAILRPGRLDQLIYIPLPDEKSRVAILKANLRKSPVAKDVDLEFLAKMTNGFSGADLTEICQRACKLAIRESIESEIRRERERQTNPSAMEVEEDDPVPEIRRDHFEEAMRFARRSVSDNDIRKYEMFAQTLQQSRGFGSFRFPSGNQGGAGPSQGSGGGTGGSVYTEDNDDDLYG
# * marks the source's active call; other numbers are inactive results; . = no result given; & = joins results of further samples; [ ] = dose if it differs, or a comment. Some of the compounds tested. The share of hits here may be higher or lower than overall.
1	c1cc2c3c(cccc3c1)C(N1CCOCC1)=N2
2	CCCC(=O)Nc1ccc(Cl)c(NC(=O)c2cccnc2)c1
3	CN(C)/C=C1\C(=O)N(c2ccc([N+](=O)[O-])cc2)N=C1c1ccccc1
4	CC(=O)Nc1ccc(Oc2nc(-c3ccccn3)nc3ccccc23)cc1
5	COc1ccccc1C(=O)C1CCCN(C(=O)c2cccnc2SC)C1 (stereo unspecified)
6	Cc1ccccc1N=C1NN=C(c2ccccc2F)CS1

Assay by compound	1	2	3	4	5	6
Tb hexokinase	-14	-2	-23	-7	3	-9
EP2 antag	10	5	5	13	5	5
Ba/F3 V617F tox	-4	60*	-3	-3	0	2
p97 ATPase inh	6	4	7	1	2	0
BaF3 parental	-4	2	2	0	5	7
NCF1 inh	-4	2	-6	-1	-5	-12
Furin inh	-11	-17[20 µM]	5[20 µM]	-4	-23	-16
RBBP9 inh	-4	-3	7	-4	0	-2
PPC-1+TRAIL kill	1	11	-2	9	8	6

7	COC(=O)C1CCN(C(=O)COC(=O)CC(NC(C)=O)c2ccccc2)CC1 (stereo unspecified)
8	O=C(NNC(=O)c1cccs1)c1ccccc1
9	Cn1c(=O)c2c(SCC(=O)N3CCOCC3)nc(C3CCCCC3)nc2n(C)c1=O
10	CN(c1ccccc1)S(=O)(=O)c1ccc(Cl)c(C(=O)NC2=NCCS2)c1
11	O=C(O)c1cccc2c1C(=O)N(C1CCCCC1)C2
12	Cn1c2c(c(=O)n(C)c1=O)CN(Cc1ccco1)CN2

Assay by compound	7	8	9	10	11	12
Tb hexokinase	-4	-4	-3	2	-2	-5
EP2 antag	10	7	11	9	11	18
Ba/F3 V617F tox	-3	-1	2	-3	0	-2
p97 ATPase inh	-1	3	-1	1	-5	2
BaF3 parental	1	7	4	3	6	-3
NCF1 inh	-3	4	1	-12	-3	-5
Furin inh	-22[20 µM]	-14	-3	-23	-10	-11
RBBP9 inh	5	3	-5	-11	-9	-4
PPC-1+TRAIL kill	-3	8	5	11	10	3

13	COCCn1cnnc1SCC(=O)Nc1cccc(S(=O)(=O)N(C)c2ccccc2)c1
14	CC(C)CSc1nc2ccccc2[nH]1
15	CCSC(C)CC1C/C(=N/O)c2c(CC)noc2C1 (stereo unspecified)
16	COc1cccc(C2=NOC(C(=O)NCc3ccccn3)C2)c1 (stereo unspecified)
17	C/C(CC(=O)NC1CCCCCC1)=N\NC(=O)c1cnccn1
18	COc1cccc(NC(=O)C(OC(=O)c2ccccc2NS(=O)(=O)c2cccs2)c2ccccc2)c1 (stereo unspecified)

Assay by compound	13	14	15	16	17	18
Tb hexokinase	-5	0	1	3	-9	6
EP2 antag	4	6	11	6	5	7
Ba/F3 V617F tox	1	1	-2	-1	2	-3
p97 ATPase inh	0	2	1	4	0	7
BaF3 parental	7	7	1	1	5	4
NCF1 inh	-9	7	-1	-11	-6	-66
Furin inh	-8	-14	-21	-24	-14	-21
RBBP9 inh	-3	3	-8	4	-4	-34
PPC-1+TRAIL kill	15	20	20	13	13	16

19	CCCCC(=O)Oc1ccccc1C1SCc2cc(C)c(C)cc2CS1
20	Cc1[nH]nc2c1C(CC(C)C)C(C#N)=C(N)O2 (stereo unspecified)
21	CCCCOc1ccc(C(=O)Nc2ccc(S(=O)(=O)Nc3cc(C)on3)cc2)cc1OC
22	CCN(C1CCCCC1)S(=O)(=O)c1ccc(S(=O)(=O)NCCc2ccncc2)cc1
23	CC(C)(C)NC(=O)C(c1cccs1)N(Cc1cccs1)C(=O)c1csnn1 (stereo unspecified)
24	O=C(NC(=S)NCCSc1ccccc1)c1cccnc1

Assay by compound	19	20	21	22	23	24
Tb hexokinase	1	-23	-6	1	-18	38
EP2 antag	28	6	6	3	6	12
Ba/F3 V617F tox	1	-3	-4	-3	0	-5
p97 ATPase inh	0	6	12	-2	0	4
BaF3 parental	2	0	-1	-1	9	0
NCF1 inh	5	-4	-9	-10	-4	-3
Furin inh	-23[20 µM]	-9	-22	-12	-31	-9
RBBP9 inh	9	8	-2	1	-3	14
PPC-1+TRAIL kill	5	22	-10	-10	5	6

25	CCOC(=O)/C=C/C(=O)OCC(=O)Nc1ccc(C)cc1
26	CCCCN(C)S(=O)(=O)c1ccc(C(=O)N=c2sc3cc(NC(C)=O)ccc3n2C)cc1
27	CCOc1cc(NC(=S)NCCc2ccccc2)c(OCC)cc1NC(C)=O
28	CN(C)c1cccc2c(C=C(C#N)C#N)ccc(N(C)C)c12
29	Cc1occc1C(=O)Nc1cccnc1
30	CC(C)C[C@H](N)c1cn([C@@H](CCCCN)C(=O)N2CCNCC2)nn1

Assay by compound	25	26	27	28	29	30
Tb hexokinase	1	-20	1	-6	2	-4
EP2 antag	5	5	8	2	8	-1
Ba/F3 V617F tox	-3	-7	-4	-2	-1	-1
p97 ATPase inh	0	7	2	6	3	3
BaF3 parental	2	1	6	11	3	-1
NCF1 inh	-1	18	4	-10	-3	-8
Furin inh	1	-21	-31	-22	-24[20 µM]	-28
RBBP9 inh	-5	5	1	3	-8	5
PPC-1+TRAIL kill	19	17	.	28	4	5

31	COC(=O)c1[nH]c2cc(OC)c(OC)cc2c1NC(=O)c1cccc(OC)c1
32	COc1cccc(-n2c(Cc3cc(=O)[nH]c(=O)[nH]3)nnc2SCC(=O)NC2CCCC2)c1
33	Cc1ccc2nc(SCC(=O)Nc3ccc(C(N)=O)cc3)[nH]c2c1
34	O=C(O)CSc1nnc(-c2ccncc2)n1-c1ccc(Cl)cc1
35	O=C(CC1Oc2ccc(Cl)cc2NC1=O)NC1CCCCCC1 (stereo unspecified)
36	CCNC(=O)N1CCCC(C(=O)c2ccc(OC)c(OC)c2)C1 (stereo unspecified)

Assay by compound	31	32	33	34	35	36
Tb hexokinase	-27	-5	2	-5	-5	-3
EP2 antag	13	5	10	4	6	13
Ba/F3 V617F tox	0	-1	0	-3	-1	-2
p97 ATPase inh	1	0	3	8	-5	4
BaF3 parental	5	5	-1	1	2	2
NCF1 inh	-33	-5	-52	1	-3	-3
Furin inh	-15[20 µM]	-20	-18	-8[20 µM]	-22	-27
RBBP9 inh	-8	-11	-6	-8	-3	-10
PPC-1+TRAIL kill	13	-7	-3	6	6	-7

37	O=C(CCC(=O)N1CCCc2ccccc21)N1CCN(S(=O)(=O)c2ccccc2)CC1
38	O=C1c2ccccc2C(=O)N1CCCP(=O)(O)CCc1ccccc1
39	COc1ccc(/C=C/C(=O)OCC(=O)Nc2cc(S(=O)(=O)N(C)C)ccc2Cl)cc1
40	COC(=O)Nc1ccc(S(=O)(=O)N2CCCc3ccccc32)cc1
41	CCC(C)C(=O)Nc1nc2ccc(S(C)(=O)=O)cc2s1 (stereo unspecified)
42	CCOC(=O)c1cc(-c2ccccc2)sc1NC(=O)c1cc(OC)c(OC)c(OC)c1

Assay by compound	37	38	39	40	41	42
Tb hexokinase	8	-6	-3	-1	-5	6
EP2 antag	10	3	4	20	9&5	10
Ba/F3 V617F tox	0	0	3	85*	2	-2
p97 ATPase inh	4	0	-4	-9	6	5
BaF3 parental	7	2	9	79*	7	8
NCF1 inh	3	-2	-29	-7	-9	-8
Furin inh	-9	-27	-20	-24	-27	-25
RBBP9 inh	3	-4	-11	-3	-2	0
PPC-1+TRAIL kill	29	7	-22	10	-6	17

43	COCC(C)NCc1ccccc1C (stereo unspecified)
44	O=C(Cc1ncc(C(F)(F)F)cc1Cl)N1CCN(c2ccccn2)CC1
45	O=C(Nc1ccc(S(=O)(=O)NC2=NCCCCC2)cc1)c1ccccc1Cl
46	CN1Cc2c(N3CCOCC3)nc(SCCC#N)c(C#N)c2CC1(C)C
47	CCS(=O)(=O)c1ccc(Sc2nncn2C)c([N+](=O)[O-])c1
48	C/C(=N\NC(=O)COc1ccc(C#N)cc1)c1ccccc1OC(F)F

Assay by compound	43	44	45	46	47	48
Tb hexokinase	9	-7	-13	-15	-11	4
EP2 antag	3	4	5	3	15	10
Ba/F3 V617F tox	2	-3	2	-1	-3	-5
p97 ATPase inh	-1	5	-1	6	8	5
BaF3 parental	7	0	1	2	0	1
NCF1 inh	-3	-13	-5	-11	124*	7
Furin inh	-30	-5[20 µM]	-13	-10	-5	-18
RBBP9 inh	-8	-4	-9	-10	5	-6
PPC-1+TRAIL kill	-11	19	19	3	-7	12

49	Cc1cc(C(=O)OCC(=O)NCc2ccco2)c(C)n1-c1ccc(F)cc1
50	COc1ccccc1N1CCN(C(=O)c2ccc(Cl)c(S(=O)(=O)N3CCCC3)c2)CC1
51	N#Cc1cccc(C(c2nnnn2C2CCCC2)N2CCC(Cc3ccccc3)CC2)c1 (stereo unspecified)
52	Cc1c(-c2nc(N)nc(Nc3ccccc3F)n2)oc2ccccc12
53	CCn1c(-c2ccccc2Cl)nn(CC(=O)Nc2ccccc2C)c1=S
54	Cc1ncc([N+](=O)[O-])n1CCOC(=O)NC(Nc1ccc(F)cc1)C(Cl)(Cl)Cl (stereo unspecified)

Assay by compound	49	50	51	52	53	54
Tb hexokinase	-2	-5	-1	2	3	-19
EP2 antag	7	6	8	21	24	7
Ba/F3 V617F tox	-1	0	1	-1	2	-5
p97 ATPase inh	4	-1	0	1	-1	3
BaF3 parental	4	5	2	1	-1	-4
NCF1 inh	-9	-15	-10	-28	-7	-1
Furin inh	-18	-17	-19[20 µM]	12	-14[20 µM]	-7
RBBP9 inh	-2	-3	-2	-11	1	-5
PPC-1+TRAIL kill	12	1	-5	10	8	6

55	CCC(=O)Nc1cccc(NC(=O)c2ccc(Br)cc2)c1
56	Cc1ccc(C2(COC(=O)C(C)C)CO2)c(OC(=O)C(C)C)c1 (stereo unspecified)
57	CC(C)C(=O)NS(=O)(=O)c1ccc(NS(C)(=O)=O)cc1
58	O=C(Oc1ccc(C(=S)N2CCOCC2)cc1Br)c1cc(Cl)ccc1Cl
59	COc1cccc(-n2c(=S)sc3c(=O)n(-c4ccccc4OC)c(=S)[nH]c32)c1
60	CC(C)=CC(=O)OCC(=O)Nc1ncc(Cl)c(C)c1Cl
61	COc1cc(C2C(C#N)=C(N)N(Nc3ccccc3)C3=C2C(=O)CC(C)(C)C3)ccc1OCc1ccccc1 (stereo unspecified)
62	CC(=O)c1cc(F)c(N2CCN(C(=O)C(C)(C)C)CC2)cc1C

Assay by compound	55	56	57	58	59	60	61	62
Tb hexokinase	-5	-8	-1	-3	-9	4	-7	-2
EP2 antag	7	18	10	5	9	4	20	10
Ba/F3 V617F tox	0	.	-1	0	2	-4	4	-3
p97 ATPase inh	-2	.	4	-1	3	-5	-1	3
BaF3 parental	4	.	1	6	9	4	4	4
NCF1 inh	0	2	1	-17	-14	-16	-32	-5
Furin inh	-17	-34	-17	-16	-20	-20[20 µM]	-10[20 µM]	-10[20 µM]
RBBP9 inh	-9	.	-3	-5	-3	-7	-7	-6
PPC-1+TRAIL kill	17	-4	23	12	10	0	-21	12
